GC-B act – GC-B (human) receptor activation. P20594. HEK293-GC-B cells, CNP EC30, cGMP TR-FRET; 0% at EC30 CNP, 100% saturating CNP. activation, % at 10 µM. 370,000 tested, 0.11% active. AID 1920062;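 active = activation at 10 µM reaching about 35% in either raw or pattern-adjusted values, limit read from the data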
hgDAF-12 ag – agonists of H. glycines DAF-12 nuclear receptor; HEK293 GAL4-hgDAF12 UAS-luciferase reporter, agonist luminescence; normalized to butyrate control; activation, % at 6.8 µM; 370,000 tested, 1.8% active;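 active = activation above a cutoff set at the mean of all screened compounds plus 3 SD, cut at about 10% in these data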;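 note: 0% = DMSO wells and 100% = sodium butyrate wells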
ADAM10 inh – ADAM10 inhibition, QFRET primary screen; O14672; recombinant ADAM10, EDANS/DABCYL FRET peptide cleavage, 3 h; inhibition, % at 7 µM; 370,000 tested, 0.62% active;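 active = inhibition above a per-campaign cutoff equal to the mean of compounds falling between control-based bounds plus 3 SD, cut at about 20% in these data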;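 note: 0% = DMSO wells while the 100% control is not disclosed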
DAX1 inh-1 – inhibits human nuclear receptor DAX1; 340,000 tested, 0.99% active; AID 504766; HEK293 Gal4-DAX1 luciferase reporter, luminescence; inhibition, % at 6.75 µM;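 active = inhibition above the mean over all tested compounds plus 3 SD, cut at about 4.2% in these data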;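 note: 0% = DAX1-transfected cells with DMSO and 100% = empty-vector control cells with DMSO; inhibition shows as a rise in luminescence from relieved DAX1 repression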
Target sequence (P51843 207-470 limits assumed): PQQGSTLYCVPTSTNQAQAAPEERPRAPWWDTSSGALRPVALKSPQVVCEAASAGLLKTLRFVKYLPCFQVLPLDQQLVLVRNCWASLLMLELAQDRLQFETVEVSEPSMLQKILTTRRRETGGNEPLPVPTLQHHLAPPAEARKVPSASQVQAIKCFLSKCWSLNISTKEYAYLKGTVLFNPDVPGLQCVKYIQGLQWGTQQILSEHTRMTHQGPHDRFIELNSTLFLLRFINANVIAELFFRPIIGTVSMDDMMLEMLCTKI
HGIII-sPLA2 inh – Blocks human group III sPLA2 activity; inhibition, % at 12.2 µM; 370,000 tested, 0.56% active; Q9NZ20; QFRET BODIPY PC-A2 liposome hydrolysis, fluorescence;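 active = inhibition above mean plus 3 SD of compounds lying within the high and low control bounds, cut at about 19% in these data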;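 note: 0% = median of test compound wells and 100% = no enzyme DMSO wells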
Target sequence (Q9NZ20 whole entry, looked up): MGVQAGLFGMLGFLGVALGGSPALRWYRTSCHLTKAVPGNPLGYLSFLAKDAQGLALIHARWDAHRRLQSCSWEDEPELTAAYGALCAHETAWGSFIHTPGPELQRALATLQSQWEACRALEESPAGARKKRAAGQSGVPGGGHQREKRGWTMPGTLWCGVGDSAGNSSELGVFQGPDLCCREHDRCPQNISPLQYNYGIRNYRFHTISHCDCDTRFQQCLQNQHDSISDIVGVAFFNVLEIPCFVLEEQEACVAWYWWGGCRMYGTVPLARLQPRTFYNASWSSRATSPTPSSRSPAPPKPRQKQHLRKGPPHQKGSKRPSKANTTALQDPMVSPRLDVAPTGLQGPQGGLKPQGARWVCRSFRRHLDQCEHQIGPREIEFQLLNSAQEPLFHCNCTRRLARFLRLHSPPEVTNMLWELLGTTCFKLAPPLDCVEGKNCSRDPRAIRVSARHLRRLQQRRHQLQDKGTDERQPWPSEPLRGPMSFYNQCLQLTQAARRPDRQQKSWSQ
NPR1 activator – GC-A (human) enzyme activation | P16066 | HEK293 GC-A cells, cGMP TR-FRET, EC30 ANP; 0% at EC30 ANP, 100% saturating ANP | activation, % at 10 µM | 370,000 tested, 0.14% active | AID 1671463; in the data active = activation above about 40%
ssDAF-12 act – S. stercoralis DAF-12 activation, primary screen; activation, % at 6.8 µM; 370,000 tested, 1% active; HEK293 ssDAF-12/GRIP1 lit1-tk-luc reporter, luminescence; % of 3 µM dafachronic acid response;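 active = activation above the mean over all tested compounds plus 3 SD, cut at about 0.9% in these data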;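 note: 0% = DMSO-only wells and 100% = 3 µM delta7-dafachronic acid wells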
DAX1 inh-2 – DAX1 (NR0B1) inhibition, primary screen; 370,000 tested, 1.1% active; inhibition, % at 6.8 µM; AID 652010; HEK293T StAR-luciferase reporter, SF-1/DAX-1 repression relief;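 active = inhibition above the mean over all tested compounds plus 3 SD, cut at about 3.6% in these data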;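 note: 0% = DAX-1 cells with DMSO and 100% = cells lacking DAX-1 with DMSO; higher inhibition means more luminescence from relief of DAX-1 repression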
hcDAF12 agonist – activates DAF-12 receptor from parasite H. contortus. HEK293 hcDAF-12 lit1-tk-luc reporter, luminescence; 0% DMSO, 100% Δ7-dafachronic acid. activation, % at 6.8 µM. 370,000 tested, 1.4% active;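 active = activation above the mean of all tested compounds plus 3 SD, cut at about 5.5% in these data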;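 note: 100% = response to 3 µM Δ7-dafachronic acid high control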
GAA850 FXN act – increases GAA850 frataxin promoter reporter activity; HEK293 lucGAA850 FXN promoter luciferase reporter, 24 h; percent of 10 µM SAHA response; activation, % at 6 µM; 360,000 tested, 0.56% active;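 active = activation above the average of all compounds screened plus 3 SD, cutoff fixed separately per campaign, cut at about 7.5% in these data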;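 note: 0% = DMSO wells and 100% = 10 µM SAHA wells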
SMARCA2 activ – SMARCA2 function activation, primary screen; activation, % at 9.1 µM; MG213 cells, MMTV-luciferase reporter, dexamethasone, overnight; 370,000 tested, 1% active; AID 652017; in the data active = activation above about 7.8%;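 note: 0% = vehicle wells and 100% = reference activator wells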
* = called active by the depositor; i = inactive; . = not tested or not shown.

SMILES | GC-B act | hgDAF-12 ag | ADAM10 inh | DAX1 inh-1 | HGIII-sPLA2 inh | NPR1 activator | ssDAF-12 act | DAX1 inh-2 | hcDAF12 agonist | GAA850 FXN act | SMARCA2 activ
NC(=O)c1ccc(NC(=O)COc2cccc3c2CCNC3=O)cc1 | 1 | 2.6 | -7 | -0.7 | 5 | 1 | -0.8 | 0.3 | 0.4 | 2.8 | -1
COc1cc(SC)ccc1C(=O)Nc1cccc(S(=O)(=O)NC2=NCCCCC2)c1 | 8 | -6.5 | -14 | -2.6 | -7 | 1 | -1.5 | -3.8 | -3.1 | -3.1 | -1
COCCCNC(=O)CN1CCN(Cc2ccc(Cl)cc2)C1=O | 4 | 0.6 | -4 | 1.1 | 2 | 2 | -1.6 | 1.4 | 0.1 | -0.7 | 3
C[C@H](CO)N1C[C@H](C)[C@H](CN(C)Cc2ccc(Oc3ccccc3)cc2)Oc2ccc(NC(=O)Nc3cccc4ccccc34)cc2CC1=O | 1 | 1.2 | -32 | -1.9 | -7 | 0 | -1.6 | -0.2 | -0.8 | -1.7 | 0
CC(C)CC(NC(=O)OC(C)(C)C)C(=O)NC(C(=O)NC(C)C(N)=O)C(C)C (configuration not stated) | 3 | 0.4 | 4 | 0.1 | -4 | 1 | -1.1 | -0.2 | -1.9 | 0.7 | 2
CC(C)Cn1c(N)c(C(=O)COC(=O)Cc2cccs2)c(=O)n(C)c1=O | -4 | 0.3 | 2 | -0.5 | -1 | 1 | -1.1 | -2.4 | -0.6 | 0.6 | -2
COc1cccc(NC(=O)C/C(C)=N/NC(=O)C2CCCCC2)c1 | -2 | -3.6 | 15 | 1.1 | -11 | -11 | -0.6 | -0.2 | -1.4 | -0.2 | 0
CC1CCCCN1C(=O)/C(=C\c1ccccc1)c1ccccc1 (configuration not stated) | -8 | 0.8 | 0 | -0.6 | -7 | -12 | -1.5 | -0.2 | -1.1 | 3.5 | 0
Cn1c(SCc2nnc3n2CCCCC3)nc2ccccc21 | -4 | -0.4 | -1 | -0.9 | 4 | 1 | -1.5 | 0.1 | -0.7 | 0.2 | -4
O=c1nc(-c2ccccc2)nc(-c2ccccc2)[nH]1 | -5 | 0.9 | -5 | -1.2 | 10 | 1 | -1.6 | 0.0 | 1.2 | 1.5 | 0
N#C/C(=C\C=C\c1ccccc1[N+](=O)[O-])C(=O)NCc1ccccc1 | -3 | -7.9 | 1 | -1.0 | -5 | -4 | -0.7 | -1.7 | -3.5 | 2.3 | 2
COc1ccc(OCC(O)Cn2c(N3CCCCC3)nc3c2c(=O)n(C)c(=O)n3C)cc1 (configuration not stated) | -7 | 2.6 | -2 | -0.3 | 3 | -8 | -1.7 | -0.2 | 0.0 | 2.7 | -2

6 entries from above, arranged by length of the SMILES, high to low.
SMILES | GC-B act | hgDAF-12 ag | ADAM10 inh | DAX1 inh-1 | HGIII-sPLA2 inh | NPR1 activator | ssDAF-12 act | DAX1 inh-2 | hcDAF12 agonist | GAA850 FXN act | SMARCA2 activ
COc1ccc(OCC(O)Cn2c(N3CCCCC3)nc3c2c(=O)n(C)c(=O)n3C)cc1 (configuration not stated) | -7 | 2.6 | -2 | -0.3 | 3 | -8 | -1.7 | -0.2 | 0.0 | 2.7 | -2
N#C/C(=C\C=C\c1ccccc1[N+](=O)[O-])C(=O)NCc1ccccc1 | -3 | -7.9 | 1 | -1.0 | -5 | -4 | -0.7 | -1.7 | -3.5 | 2.3 | 2
COc1cccc(NC(=O)C/C(C)=N/NC(=O)C2CCCCC2)c1 | -2 | -3.6 | 15 | 1.1 | -11 | -11 | -0.6 | -0.2 | -1.4 | -0.2 | 0
COCCCNC(=O)CN1CCN(Cc2ccc(Cl)cc2)C1=O | 4 | 0.6 | -4 | 1.1 | 2 | 2 | -1.6 | 1.4 | 0.1 | -0.7 | 3
O=c1nc(-c2ccccc2)nc(-c2ccccc2)[nH]1 | -5 | 0.9 | -5 | -1.2 | 10 | 1 | -1.6 | 0.0 | 1.2 | 1.5 | 0
Cn1c(SCc2nnc3n2CCCCC3)nc2ccccc21 | -4 | -0.4 | -1 | -0.9 | 4 | 1 | -1.5 | 0.1 | -0.7 | 0.2 | -4

The results go on:
SMILES | GC-B act | hgDAF-12 ag | ADAM10 inh | DAX1 inh-1 | HGIII-sPLA2 inh | NPR1 activator | ssDAF-12 act | DAX1 inh-2 | hcDAF12 agonist | GAA850 FXN act | SMARCA2 activ
NS(=O)(=O)c1ccc(CCNC(=O)CSCC(=O)Nc2ccc(Cl)cc2)cc1 | 3 | -2.6 | 3 | 1.1 | -16 | -2 | -1.2 | 1.0 | -2.1 | 2.0 | -4
COc1ccc(/C=N/NC(=O)CCc2nc3ccccc3[nH]2)cc1 | -12 | 3.5 | 9 | 1.4 | 1 | 0 | -1.1 | 0.1 | 0.7 | 0.3 | 6
COc1ccc2nc(NC(=O)c3cccnc3SC)sc2c1 | -4 | 17* | -19 | 0.3 | -10 | 8 | -0.9 | 1.7 | 3.5 | 1.7 | 4
CCN(CC)Cc1c(O)ccc2c(C)c(CC(=O)OC)c(=O)oc12 | 6 | 3.3 | i | 1.0 | 1 | 8 | -0.7 | 0.7 | 0.6 | -0.4 | 1
O=C(NC1CCCCN(Cc2cccc(F)c2)C1=O)c1ccc(-c2ccccc2)cc1 (configuration not stated) | 1 | -2.4 | 7 | . | 0 | 1 | -2.4 | -2.5 | -3.4 | . | -6
COc1ccc(C(=O)NCC(=O)NCCc2c[nH]c3ccccc23)cc1OC | 1 | -3.5 | -7 | -0.2 | -9 | 0 | 0.1 | 0.0 | 0.1 | 0.6 | -2
COc1ccc(Cl)cc1S(=O)(=O)N1CCN(Cc2ccc3c(c2)OCO3)CC1 | -4 | -4.0 | 5 | -0.3 | -16 | -2 | -0.8 | -0.4 | 0.5 | -2.4 | 3
Cc1ccc(Nc2nc(C(=O)NCc3ccco3)cs2)cc1 | -12 | 1.7 | 2 | -0.7 | -22 | -3 | -2.0 | -0.6 | -1.8 | 4.7 | -1
O=C(CCSCc1cccc(F)c1)NCCc1ccccc1 | 4 | -0.5 | 8 | 0.3 | 4 | -2 | -1.2 | 0.0 | 1.5 | 2.2 | -1
COCCNC(=O)C1CCCN(C(=O)C2(c3ccc(Cl)cc3)CCCC2)CC1 (configuration not stated) | 0 | -1.4 | -6 | . | 3 | -4 | -1.3 | -2.3 | -2.1 | 0.8 | -2
CC(C)(C)C(=O)Nc1cccc2[nH]ncc12 | -1 | -1.6 | -9 | -0.7 | 2 | 4 | -1.8 | 0.4 | -1.6 | 1.2 | 0
CCCCC1CCC(c2nc(-c3cccnc3)no2)CC1 (configuration not stated) | -1 | 1.8 | 0 | 1.5 | 4 | -5 | -0.8 | -0.7 | -0.5 | 2.6 | 1
CCOc1ccccc1CN1CCN(C2CCC2)CC1CCO (configuration not stated) | 4 | -0.6 | -5 | 0.6 | -1 | -1 | -1.3 | 0.2 | 0.6 | 0.1 | 1
C=C1CSc2nc(=O)c3c4c(sc3n21)CCC4 | -3 | -2.8 | -5 | 0.1 | 14 | 1 | -1.5 | 0.0 | 0.2 | 0.0 | -5
COc1ccc(Nc2cc(C)nc3c(C)cccc23)cc1OC | 5 | -0.7 | 3 | 2.6 | 0 | 16 | -1.5 | 0.4 | 2.1 | -0.7 | 0
CC1(C)Cc2ccccc2C(NNC(=O)c2ccncc2)=N1 | 6 | 2.1 | 2 | 0.0 | -1 | -1 | -1.0 | 0.3 | -3.8 | 2.2 | -2
COCC(=O)Nc1cc(C(=O)Nc2cccc(C)c2C)ccc1Cl | 0 | 1.6 | -4 | -1.2 | 4 | -4 | -1.4 | 1.0 | -0.2 | 2.2 | -1
CCN(CC)CCNC(=O)c1ccccn1 | 3 | -0.2 | 2 | -1.6 | 1 | 2 | -1.5 | -0.3 | -1.6 | -1.5 | 0
CC1(C(=O)Nc2cnc3ccccc3c2)CCN1Cc1ccc(-c2ccccc2)o1 (configuration not stated) | -3 | 3.5 | -17 | . | -2 | 0 | -1.2 | -0.6 | -0.3 | 1.2 | 0
CCOc1ccc(-c2nc(C#N)c(N3CCOCC3)o2)cc1 | 0 | -2.1 | i | -0.9 | 12 | 13 | -2.5 | -1.9 | -2.3 | -0.5 | 0
O=S(=O)(NC1CCCC1)c1ccccc1Cl | 4 | -1.2 | 7 | 1.1 | 2 | 0 | -1.0 | 0.2 | -0.4 | -1.5 | 4
Cc1c(N(C)S(=O)(=O)c2cc(C(=O)NCC3CCCO3)ccc2Cl)c(=O)n(-c2ccccc2)n1C (configuration not stated) | 1 | 0.0 | -9 | 2.0 | 7 | 1 | -0.8 | -0.7 | -0.9 | 1.0 | 0
CCNC(=S)N(Cc1ccc2c(c1)OCO2)C1CC(=O)N(c2ccc(F)cc2)C1=O (configuration not stated) | -10 | -0.4 | 5 | -0.7 | -61 | -9 | -1.0 | -0.1 | -1.4 | -1.3 | -1
O=C(CCN1C(=O)c2ccccc2S1(=O)=O)Nc1ccc(F)c([N+](=O)[O-])c1 | -4 | -0.2 | -8 | -1.1 | 10 | -2 | -1.4 | -1.5 | 2.7 | 2.0 | 1
CCCCn1c(NCc2ccccc2NS(=O)(=O)c2ccc(C)cc2)nc2ccccc21 | -1 | 0.7 | -5 | -0.3 | 1 | 1 | -1.2 | -0.8 | -1.7 | 2.5 | 0
COc1cc(NS(=O)(=O)c2ccc(NC(=O)CCC(=O)O)cc2)nc(OC)n1 | 3 | 4.9 | 4 | 1.4 | -3 | -3 | -1.3 | 0.2 | -1.2 | 0.2 | -1
COc1ccc(C(=O)Nc2cc(OC)c(NC(=O)c3ccco3)cc2OC)cc1 | 0 | -4.5 | -3 | -0.3 | -7 | -1 | -1.9 | -1.1 | -3.9 | 1.4 | 1
Cc1ccc(NC(=O)Cc2nc(COC(=O)c3c(F)cccc3Cl)cs2)cc1 | 2 | -0.2 | -4 | -0.5 | -63 | 0 | -1.5 | -1.4 | -0.6 | -0.3 | -3
COc1ccc(CN2CCCC(N3CCN(c4ccc(OC)cc4)CC3)C2)cc1 (configuration not stated) | 3 | 0.1 | 0 | -1.3 | 0 | -4 | 0.1 | -0.4 | -2.1 | 0.2 | -3
C=CCn1c(SCC(=O)Nc2ccc(CCCC)cc2)nnc1-c1ccc(Cl)cc1 | 3 | -0.3 | 0 | . | 3 | -1 | -1.6 | 0.6 | -4.4 | . | -6
Cc1ccnn1-c1ccc(C(=O)OCC(=O)Nc2ccc(F)cc2)cc1 | -7 | 2.1 | 4 | -0.5 | 2 | 0 | -1.0 | 2.9 | 0.3 | 1.0 | 6
CC(=O)c1ccc(NC(=O)CCNS(=O)(=O)c2cccc3nonc23)cc1 | -10 | 4.7 | -3 | 0.8 | -1 | -1 | -1.0 | -0.1 | -1.9 | -3.0 | 1
COC(=O)CCC(=O)Nc1ccc(S(=O)(=O)Nc2nc(C)cc(C)n2)cc1 | 2 | 2.8 | 3 | -0.8 | 2 | 0 | -1.1 | 0.6 | 1.1 | 1.3 | -1
COC(=O)c1ccc(N(CC(=O)NC2CCCC2)C(=O)c2ccc(C)s2)cc1 | 2 | -1.3 | 4 | 1.1 | -2 | 0 | -0.2 | 0.2 | 0.1 | -2.3 | -3

Screens (PubChem)
